Pf Dd2 inh: blocks in vitro growth of P. falciparum Dd2; 120,000 tested, 4.3% active; Potency, µM (highest dose often 28.9 µM), inactives show at the top dose activity, negative = inhibition, hits mostly inhibitors; P. falciparum Dd2 growth, SYBR Green, 72 h; active means well fitted inhibition curve with a large enough effect; inconclusive means small, poorly fitted or top-dose-only effect; inactive means no such curve, though single readings can be large or run the other way;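 further: plate controls were DMSO vehicle for no effect and reference drug for full effect; nearly all actives have a fitted effect of over 65% in size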
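Infected erythrocytes (Dd2, 0.3% parasitemia, 2.5% hematocrit final) are added to compound in RPMI-1640/Albumax II medium, grown 72 h at 37C in low oxygen, then lysed with saponin/Triton-X containing SYBR Green and read by fluorescence.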
* marks the source's active call; other numbers are inactive results; [ ] = dose if it differs, or a comment. Potency means the concentration at half of the fitted maximal effect.

What do the screens show for `COCCc1nncn1C1CCN(S(=O)(=O)c2ccc(F)c(Cl)c2)CC1`?
Pf Dd2 inh: 6.5%

What do the screens show for `CCCCN1C(=O)[C@@H]2C[C@@H](O)CN2C2(CN(Cc3ccc(NC(C)=O)cc3)C2)C1=O`?
Pf Dd2 inh: 0.1%[44.1 µM]

What do the screens show for `COc1cccc(NC(=O)C2=NO[C@@H]3CN(Cc4ccc(F)cc4)C[C@H]23)c1`?
Pf Dd2 inh: inconclusive

What do the screens show for `Cc1cc(C)c(S(=O)(=O)N2CCC(N3CCN(Cc4ccccc4)C(=O)C3=O)CC2)c(C)c1`?
Pf Dd2 inh: 30.4%[activator]

What do the screens show for `Fc1ccc(CNC2(Cc3cc(-c4ccccc4)on3)COC2)cc1`?
Pf Dd2 inh: -11.0%[44.1 µM]

How did Cc1c(C(=O)N(C)C)sc2c1c(=O)n(-c1ccccc1C(F)(F)F)c(=O)n2Cc1cccc(F)c1 do in these assays?
Pf Dd2 inh: 5.0%

What do the screens show for `COc1cccc([S+](=O)([O-])N2CCCC(c3nnc4n3C(C(=O)O)CC4)C2)c1` (stereo not given)?
Pf Dd2 inh: 19.2%

What do the screens show for `CN(Cc1ccc(-c2ccccc2)cc1)C(=O)Nc1ccccc1`?
Pf Dd2 inh: -3.1%[44.1 µM]

How did CCOc1ccc(NC(=O)c2c(NCc3cccnc3)sc3c2CCCC3)cc1 do in these assays?
Pf Dd2 inh: 12.6µM*

Results for Cc1cc(C)n2nc(CNC(=O)c3cccc(N(C)C)c3)nc2n1 ?
Pf Dd2 inh: -19.9%

What do the screens show for `COc1ccc(NC(=O)O[C@@H]2CC[C@]3(C)C(CC[C@@H](O)[C@H]3CC(=O)N3CCC[C@H]3CO)[C@]2(C)CO)cc1` (stereo not given in full)?
Pf Dd2 inh: -20.9%

What do the screens show for `COC1C(=O)N(C2CCNCC2)C12CCOCC2` (stereo not given)?
Pf Dd2 inh: 18.0%

Grouped by structure: those above with a thiophene ring, fused or not
How did Cc1c(C(=O)N(C)C)sc2c1c(=O)n(-c1ccccc1C(F)(F)F)c(=O)n2Cc1cccc(F)c1 do in these assays?
Pf Dd2 inh: 5.0%

How did CCOc1ccc(NC(=O)c2c(NCc3cccnc3)sc3c2CCCC3)cc1 do in these assays?
Pf Dd2 inh: 12.6µM*

(listing goes on)
How did Cc1ccc(N2CCN(C(=O)C3CCCN(c4cnn(Cc5ccccc5)c(=O)c4)C3)CC2)cc1 (stereo not given) do in these assays?
Pf Dd2 inh: inconclusive

What do the screens show for `Cc1ncoc1C(=O)N1C[C@H]2OC(=O)N(CCc3cccc(Cl)c3)[C@H]2C1`?
Pf Dd2 inh: -12.0%

What do the screens show for `CCn1c2ccccc2c2nnc(N3CCN(c4cc(C)ccc4C)CC3)nc21`?
Pf Dd2 inh: inconclusive

What do the screens show for `O=c1[nH]ccn1C1CCN(Cc2ccccc2)CC1`?
Pf Dd2 inh: 16.4%[44.1 µM]

Results for O=C(c1cnc2c(c1)N(C(=O)CCc1ccccc1)CCC2)N1CCN(Cc2ccccc2)CC1 ?
Pf Dd2 inh: -23.6%

How did COc1cccc(NC(=O)CN2C(=O)c3ccccc3Sc3ncccc32)c1 do in these assays?
Pf Dd2 inh: -15.6%

How did COc1ccccc1CN1C[C@@H]2C[C@H]1C(=O)Nc1ccccc1O2 do in these assays?
Pf Dd2 inh: -8.3%[44.1 µM]

Results for O=C([C@@H]1C[C@H](F)CN1C(=O)c1cccc(F)c1)N1CCOCC1 ?
Pf Dd2 inh: 6.3%

How did Cc1noc2c(Nc3ccc(C(N)=O)cc3)cc(-c3ccsc3)nc12 do in these assays?
Pf Dd2 inh: inactive

How did COc1ccc(-n2nc(C3CCN(C(=O)c4ccc(F)cc4)CC3)[nH]c2=O)cc1 do in these assays?
Pf Dd2 inh: inactive

Results for CC(C)NC(=O)c1ccc(NC(=O)N2CCCCc3ccccc32)cc1 ?
Pf Dd2 inh: inconclusive

What do the screens show for `CCCc1nn2c(=O)cc(COC(=O)c3ccccc3NC(=O)COc3ccccc3)nc2s1`?
Pf Dd2 inh: -7.3%

What do the screens show for `O=C(OCc1ccco1)c1ccc2c(c1)N(Cc1ccc([N+](=O)[O-])cc1)C(=O)c1ccccc1S2`?
Pf Dd2 inh: inconclusive

How did COc1ccc(C)cc1NC(=O)CCC[C@@H]1[C@H]2CCCN3CCC[C@@H](CN1Cc1cccnc1)[C@@H]23 do in these assays?
Pf Dd2 inh: inconclusive

What do the screens show for `CC(C)Oc1ccc(CNC(=O)C2Cn3cccc3C(=O)N2)cc1` (stereo not given)?
Pf Dd2 inh: inactive

Results for Cc1cccc(Cn2c(=O)n(Cc3ccc(C(=O)NC4CCN(Cc5ccccc5)CC4)cc3)c(=O)c3ccccc32)c1 ?
Pf Dd2 inh: inconclusive

Results for COC(=O)c1c(NC(=O)c2cc3nc(-c4ccc(Br)cc4)cc(C(F)(F)F)n3n2)sc2c1CCCC2 ?
Pf Dd2 inh: 0.6%

Results for Cc1ccc(S(=O)(=O)N2CCC(C(NC(=O)c3ccccc3)C(=O)NCC(C)C)CC2)cc1 (stereo not given) ?
Pf Dd2 inh: -0.8%

Results for COc1ccc(N2Cc3c(NCc4ccc(F)cc4)ncnc3N(C)CC2=O)cc1 ?
Pf Dd2 inh: inactive

What do the screens show for `COc1ccc(CNC(=O)C2CCN(C(=O)C3CN(c4ccc(OC)cc4)C(=O)N3)C2)cc1` (stereo not given)?
Pf Dd2 inh: inconclusive

Results for CC[C@H]1CN(C(C)=O)CC[C@H]1CC(=O)Nc1ccccc1 ?
Pf Dd2 inh: 10.0%[44.1 µM]

How did CCc1nc2cc(N3CCC(C(=O)N4CCN(C)CC4)CC3)cnc2nc1CC do in these assays?
Pf Dd2 inh: inactive

Results for CC(C)(C)CC(=O)NCC(c1ccc2c(c1)OCO2)N1CCN(c2ccccc2)CC1 (stereo not given) ?
Pf Dd2 inh: 7.08µM*

Results for CCOc1ccc(NC(=O)c2cnn(-c3ccc(C)c(C)c3)c2C2CCN(C(=O)OC(C)(C)C)CC2)cc1 ?
Pf Dd2 inh: inconclusive

How did Cc1noc([C@@H]2C[C@H](NS(=O)(=O)c3cccc4cccnc34)CN2C)n1 do in these assays?
Pf Dd2 inh: -5.1%[44.1 µM]

What do the screens show for `COc1cccc(-c2noc(-c3ccc(NCCn4cccn4)nc3)n2)c1OC`?
Pf Dd2 inh: 12.6µM*

How did O=C(NCCCc1ccccc1)c1n[nH]c2c1CN(C(=O)c1ccc(Cl)cc1)CC2 do in these assays?
Pf Dd2 inh: inactive

How did COc1ccccc1NC(=O)CSc1ncc2c(n1)-c1cc(Cl)ccc1N(Cc1ccccc1)S2(=O)=O do in these assays?
Pf Dd2 inh: inconclusive

What do the screens show for `O=C(O)CC1COCCN1C(=O)c1cc(-n2cccn2)ccc1Cl` (stereo not given)?
Pf Dd2 inh: 18.3%

Results for C[C@@H]1CN(C(=O)CCN2CCCCCC2=O)C[C@]1(C)O ?
Pf Dd2 inh: -1.3%

Results for CN1C[C@H](O)C[C@H]1c1nnc2n1CCN(Cc1ccc(C(F)(F)F)cc1)C2 ?
Pf Dd2 inh: -9.0%

Results for CCN1C(=O)CCN(C(=O)C2CCCC2)CC12CCOCC2 ?
Pf Dd2 inh: 9.1%

How did Cc1ccc(C)c(N2CCN(CCCNC(=O)c3cnn(-c4ccccc4Cl)c3C3CCN(C(=O)OC(C)(C)C)CC3)CC2)c1 do in these assays?
Pf Dd2 inh: 2.24µM*

How did O=C(Nc1cc(F)cc(F)c1)N1CCC(Oc2ncccc2C(=O)N2CCOCC2)C1 (stereo not given) do in these assays?
Pf Dd2 inh: inactive

Results for O=C(O)CCc1ccnc(N2CCCC2)c1 ?
Pf Dd2 inh: 6.8%

How did COCCOc1ccnc(-c2noc([C@@H]3CCCN3CC(C)(C)C)n2)c1 do in these assays?
Pf Dd2 inh: inconclusive

What do the screens show for `COCCOc1ccnc(-c2noc([C@@H]3CCCN3Cc3ccc(Cl)cc3)n2)c1`?
Pf Dd2 inh: 3.98µM*

How did COCCNC(=O)Cn1nc(C)c2c(C)n(-c3ccc(C)cc3)nc2c1=O do in these assays?
Pf Dd2 inh: 4.8%

Results for Cc1ccc(CN2C(=O)NC3(CCN(C(=O)c4cccc(Cl)c4)C3)C2=O)cc1 (stereo not given) ?
Pf Dd2 inh: inactive

How did O=C(Nc1ccc2oc(-c3cccnc3)nc2c1)c1ccccc1F do in these assays?
Pf Dd2 inh: 10.8%

What do the screens show for `COc1ccc(-c2noc(-c3cccn3CC(=O)Nc3cccc(C#N)c3)n2)cc1F`?
Pf Dd2 inh: inconclusive

How did C=CCNC(=O)N[C@H]1[C@H](O)[C@@H](N2CCCCC2)[C@@H]2OC[C@H]1O2 do in these assays?
Pf Dd2 inh: 21.1%[44.1 µM]

Results for COc1cccc(CNC(=O)Cn2ccc3cc(S(=O)(=O)N4CCCC4)ccc32)c1 ?
Pf Dd2 inh: -7.2%

Results for COc1ccc(NC(=O)c2cc(S(=O)(=O)N3CCCCC3)cn2C)cc1Cl ?
Pf Dd2 inh: -10.2%

What do the screens show for `CN(C)C(=O)CNC(=O)c1cccc(S(=O)(=O)NCC2CCOC2)c1` (stereo not given)?
Pf Dd2 inh: -7.0%

Results for O=C(CN1C(=O)NC2(CCCCC2)C1=O)Nc1cccc(Br)c1 ?
Pf Dd2 inh: -23.3%

How did COc1ccc(CCN2C(=O)c3[nH]nc(-c4ccccc4O)c3C2c2ccc(OC)c(OC)c2)cc1 (stereo not given) do in these assays?
Pf Dd2 inh: inconclusive

How did Cn1nccc1C(=O)N1CCCC(c2nnnn2C)C1 (stereo not given) do in these assays?
Pf Dd2 inh: 27.3%

How did Cc1ccc(-c2cn(CC3CCCN(c4cc(C)nc(N)n4)C3)nn2)cc1 (stereo not given) do in these assays?
Pf Dd2 inh: inconclusive

Results for Cc1c(NC(=O)C(C)(C)Oc2ccc(Cl)cc2)cccc1-c1nc2ccccc2o1 ?
Pf Dd2 inh: inconclusive

Results for O=C(CN1C(=O)NC2(CCCCC2)C1=O)NCc1ccc2c(c1)OCO2 ?
Pf Dd2 inh: 1.2%

Results for COc1cccc(-c2nc3c([nH]2)CN(c2cc(C4CC4)ncn2)CC3)c1 ?
Pf Dd2 inh: inconclusive

How did COc1ccc(/C=C/c2nc(C#N)c(NCCc3ccccc3)o2)cc1OC do in these assays?
Pf Dd2 inh: inactive

How did COCCOCC(=O)N1CCCCCCNC(=O)[C@@H]2CCCC[C@@H]21 do in these assays?
Pf Dd2 inh: 7.8%

Results for Cc1ccc(NC(=O)C2CCN(S(=O)(=O)c3ccc4c(c3)CCCC(=O)N4)CC2)c(Br)c1 ?
Pf Dd2 inh: 35.9%[activator]

What do the screens show for `COc1ccccc1C(=O)N(Cc1nc(-c2cccc(C)c2)no1)C(C)C`?
Pf Dd2 inh: inconclusive

What do the screens show for `Cc1ccc2c(=O)cc(C(=O)Nc3c(C(=O)c4ccc(F)cc4)oc4ccccc34)oc2c1C`?
Pf Dd2 inh: 19.2%

What do the screens show for `CN(C)C[C@@H]1CN(S(C)(=O)=O)C[C@H]1NC(=O)c1cncn1C`?
Pf Dd2 inh: inactive

How did CCOC(=O)c1ccc(NC(=O)C(C)Sc2nc(=O)cc(N)n2CCc2ccccc2)cc1 (stereo not given) do in these assays?
Pf Dd2 inh: inconclusive

Results for CCc1cccc(NC(=O)C2Cn3cccc3C(=O)N2)c1 (stereo not given) ?
Pf Dd2 inh: inactive

Looked up one by one from above:
Results for CCc1cccc(NC(=O)C2Cn3cccc3C(=O)N2)c1 (stereo not given) ?
Pf Dd2 inh: inactive

How did Cc1ccc(-c2cn(CC3CCCN(c4cc(C)nc(N)n4)C3)nn2)cc1 (stereo not given) do in these assays?
Pf Dd2 inh: inconclusive

How did COCCOCC(=O)N1CCCCCCNC(=O)[C@@H]2CCCC[C@@H]21 do in these assays?
Pf Dd2 inh: 7.8%

Results for Cc1ccc(NC(=O)C2CCN(S(=O)(=O)c3ccc4c(c3)CCCC(=O)N4)CC2)c(Br)c1 ?
Pf Dd2 inh: 35.9%[activator]

What do the screens show for `Cc1ccc2c(=O)cc(C(=O)Nc3c(C(=O)c4ccc(F)cc4)oc4ccccc34)oc2c1C`?
Pf Dd2 inh: 19.2%

Results for Cc1c(NC(=O)C(C)(C)Oc2ccc(Cl)cc2)cccc1-c1nc2ccccc2o1 ?
Pf Dd2 inh: inconclusive

Later entries
Results for O=C1NCCCCCCN[C@H]2C[C@H](C(=O)N3CCN(c4ccccn4)CC3)C[C@@H]12 ?
Pf Dd2 inh: inconclusive

Results for Cc1cc2nc(NC(=O)c3ccc(S(=O)(=O)N4CCOCC4)cc3)sc2cc1C ?
Pf Dd2 inh: 0.3%

What do the screens show for `Cc1ccc(CN2CCC(CNC(=O)Nc3c(C)cccc3C)C2)cc1` (stereo not given)?
Pf Dd2 inh: inconclusive

How did Cc1ccc(NC(=O)CSCc2cnn(-c3ccccc3)c2-n2cccc2)c(Cl)c1 do in these assays?
Pf Dd2 inh: inactive

How did CC1(COc2ccccc2)COc2ccc(C(=O)NCCc3ccccc3)cc2N1 (stereo not given) do in these assays?
Pf Dd2 inh: inactive

What do the screens show for `CNC(=O)c1ccc(Nc2nnc(-c3ccc(C)c(S(=O)(=O)N4CCOCC4)c3)c3ccccc23)cc1`?
Pf Dd2 inh: inconclusive

How did O=C(Cc1c[nH]c2ncc(-c3cccnc3)cc12)N1CCN(c2ccccn2)CC1 do in these assays?
Pf Dd2 inh: inconclusive

Results for O=C(CCCn1c(=O)c2cccn2c2ccccc21)Nc1cccc(Cl)c1 ?
Pf Dd2 inh: inconclusive

How did Cc1ccc(C(=O)NC2CCN(c3cc(-c4ccccc4)[nH]n3)C2)cc1 (stereo not given) do in these assays?
Pf Dd2 inh: inconclusive

What do the screens show for `Cc1ccncc1-c1c(C)nn2c1N(C(=O)c1scnc1C)CCC2`?
Pf Dd2 inh: 10.0%[44.1 µM]

Results for O=C(C[C@H]1NC(=O)c2ccccc2NC1=O)Nc1n[nH]c(CCc2ccccc2)n1 ?
Pf Dd2 inh: -9.0%

Not all compounds are listed; the hit share may differ from the screen's.
